SV40 large T antigen = SV40 large T antigen inhibitors, biochemical (AID 1903); hit rate 0.39% among 310,000; one-dose inhibition, % at 20 µM; IC50 in µM for titrated hits; SV40 large T antigen ATPase/helicase inhibition assay; higher % means a stronger effect; in the data active = a potency from the dose series; inconclusive = inhibition mostly from about 32% at the one dose, without a potency; inactive = the rest, 99 in 100 with inhibition below about 32%; note: strong numbers were not always called active
Salmonella PhoP GFP = PhoP-dependent GFP reporter repression – Salmonella Typhimurium, primary screen (AID 1863); S. Typhimurium PhoP-regulated promoter GFP reporter, 4 h; higher % means a stronger effect; inhibition, % at 50 µM, or IC50 in µM where a hit was titrated; hit rate 0.16% among 300,000;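 active = inhibition over 29.93%, a cutoff 3 SD above the screen mean, later confirmed by dose response; inconclusive = inhibition over 29.93% but no dose response follow-up; inactive = inhibition at most 29.93% or unconfirmed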;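 note: 0% = low Mg2+ inducing control and 100% = high Mg2+ repressing control; strong numbers were not always called active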
Rac1 GTP hydrolysis = MgcRacGAP GTPase-activating activity inhibitors, confirmation, biochemical, ADP Hunter fluorescence | hit rate 0.6% among 340,000 | AID 624330 | inhibition, % at 30 µM; hits with a dose series show IC50 in µM | MgcRacGAP-stimulated Rac1 GTP hydrolysis, ADP Hunter fluorescence; higher % means a stronger effect; GST-tagged Rac1 F28L mutant substrate;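 active = first-screen hits whose inhibition reached a set limit at any dose in the follow-up dose series; inconclusive = inhibition above the set first-screen limit but never retested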;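 note: fluorescence reports GDP produced by GAP-driven GTP hydrolysis; strong numbers were not always called active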
West Nile antiviral = West Nile virus antiviral activity, cell-based, CPE readout (AID 1621); West Nile virus-infected cells, CPE inhibition; higher % means a stronger effect; CPE inhibition, % at 10 µM; hits with a dose series show IC50 in µM; hit rate 0.02% among 290,000; in the data active = a potency from the dose series; inconclusive = CPE inhibition mostly from about 3.7% at the one dose, without a potency; inactive = the rest, 99 in 100 with CPE inhibition below about 2.2%; note: strong numbers were not always called active
Dengue-2 NS5 capping = flavivirus cap methylation enzyme inhibition – biochemical, confirmation dose response, primary screen (AID 588689) | Dengue-2 NS5 methyltransferase capping enzyme assay, biochemical; higher % means a stronger effect | hit rate 0.3% among 340,000 | one-dose inhibition, % at 25 µM; IC50 in µM for titrated hits; in the data active = a potency from the dose series; inconclusive = inhibition above about 29% without an active follow-up result
RSV antiviral HEp-2 = inhibition of RSV-induced cytopathic effect – HEp-2 cells, primary 10 µM value included (AID 2391); CPE inhibition, % at 10 µM, or IC50 in µM where a hit was titrated; hit rate 0.13% among 310,000; HEp-2 cells, RSV-induced CPE inhibition; higher % means a stronger effect; in the data active = a potency from the dose series; inconclusive = CPE inhibition mostly from about 23% at the one dose, without a potency; inactive = the rest, 99 in 100 with CPE inhibition below about 21%; note: strong numbers were not always called active
ER stress rescue = protection against thapsigargin-triggered cell killing – 384-well, CSM14.1, ATP luminescence, primary screen (AID 1222). cellular ATP content (survival), % at 20 µM, or EC50 in µM where a hit was titrated. CSM14.1 thapsigargin-induced death rescue, ATP luminescence; higher % means a stronger effect. 190,000 tested, under 10 active;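 active = EC50 below 50 µM in the dose-response confirmation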;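 note: death triggered by thapsigargin at about 15 µM added after 2 h compound pretreatment; cell ATP read after overnight thapsigargin exposure of roughly 18 to 22 hours; normalized against plate controls of thapsigargin alone and 5% DMSO vehicle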
GPR35 antagonists = inhibition of zaprinast-stimulated GPR35 beta-arrestin translocation – imaging, U2OS, beta-arrestin-GFP, zaprinast agonist, primary screen (AID 2058); U2OS GPR35 beta-arrestin-GFP translocation imaging, zaprinast antagonism; higher % means a stronger effect; one-dose inhibition, % at 10 µM; IC50 in µM for titrated hits; hit rate 0.052% among 290,000;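 active = inhibition of at least 50% with at least 30 cells and total cytoplasm GFP at most 10,000,000; inconclusive = under 30 cells or total GFP of 10,000,000 plus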
LYP phosphatase = inhibitors of LYP phosphatase, biochemical, fluorescence intensity, uHTS (AID 1779). recombinant LYP phosphatase, fluorescence intensity; higher % means a stronger effect. inhibition, % at 11.5 µM; hits with a dose series show IC50 in µM. hit rate 0.054% among 290,000; in the data active = inhibition above about 50%;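 note: plate controls were vehicle with enzyme for no effect and no enzyme for full effect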
Dengue-2 NS5 capping pilot replicate = further read-out of Dengue-2 NS5 capping, marked with its call; inhibition, %; measured here: pilot screen replicate inhibition
The depositor's hits bear a star; u = inconclusive; x = no result given; & = joins results of further samples.

SMILES	SV40 large T antigen	Salmonella PhoP GFP	Rac1 GTP hydrolysis	West Nile antiviral	Dengue-2 NS5 capping	RSV antiviral HEp-2	ER stress rescue	GPR35 antagonists	LYP phosphatase	others
CC(=O)c1c(C)[nH]c(C(=O)COC(=O)CN(C)S(=O)(=O)c2ccc(Cl)cc2)c1C	10.8%	-3.5%	16.4%	0.6%	-6.6%	13.5%	-3.7%	-4.7%	2.6%
O=C(CN1CCCC1)Nc1cc(F)ccc1F	8.7%	4.4%	0.0%	0.1%	-3.2%	-0.2%	-0.6%	-9.4%	-1.1%
CC1CCC2(CC1)SCC(=O)N2c1ccc(F)cc1 (centres undefined)	6.6%	-4.8%	8.2%	-0.1%	7.0%	-0.8%	x	-5.9%	-7.5%
COC(=O)c1ccccc1NC(=O)CN(Cc1ccc(Cl)cc1)S(C)(=O)=O	9.7%	7.9%	6.4%	-1.0%	-5.6%	0.6%	0.5%	-10.2%	-3.6%
Cn1c(/C=C/c2cccc([N+](=O)[O-])c2)nc2ccccc2c1=O	15.8%	3.2%	2.9%	0.3%	-7.8%	0.7%	0.8%	7.5%	-2.2%
O=C(O)C1=C[C@@H](c2ccccc2)C[C@@H](OCCCCO)O1	7.0%	x	6.6%	0.1%	-3.2%	1.1%	x	x	x
COc1ccc(CCCNC(=O)C2CCC(=O)N(Cc3ccccc3F)C2)cc1 (centres undefined)	9.0%	2.4%	9.7%	-1.0%	0.9%	-1.3%	x	15.5%	-10.0%
CSc1ncccc1C(=O)OCc1ccc(C#N)cc1	6.0%	0.2%	9.6%	0.1%	-6.4%	4.4%	0.6%	1.4%	-1.8%
CNC(=O)Nc1cc(NC(=O)NC)cc(C(F)(F)F)c1	2.5%	-5.5%	7.5%	0.2%	-8.5%	2.0%	x	3.2%	-3.7%
O=C(c1cccs1)N1CCN=C1SCc1ccccc1	2.1%	10.1%	-5.8%	-0.3%	2.4%	0.5%	x	5.2%	5.7%
COc1nc(N(C)S(=O)(=O)c2ccc(C)cc2)nc(C)c1Br	4.0%	-3.4%	6.4%	-1.0%	-2.0%	2.2%	x	7.8%	-2.7%	Dengue-2 NS5 capping pilot replicate=-2.4
CC1CN(S(=O)(=O)c2cccc(C(=O)NN3CCN(C)CC3)c2)CC(C)O1 (centres undefined)	2.4%	12.3%	1.7%	0.0%	-1.9%	0.7%	4.8%	2.3%	-10.0%
COC(=O)C1=C(C(=O)OC)C(c2ccc(OC)c(OC)c2)c2sc(=O)[nH]c2S1 (centres undefined)	45.4%	-8.4%	18.9%	-0.2%	18.0%	1.1%	0.6%	-2.6%	-2.5%
Cc1ccc(NC(=O)c2cc3ccccc3o2)cc1	3.7%	-4.1%	7.6%	-1.4%	x	14.9%	x	3.1%	-4.3%
Clc1cccc(NC2=NCCC2)c1	2.8%	13.1%	11.3%	0.1%	0.0%	-0.7%	-1.5%	-9.1%	-6.0%
Cn1nc(C(=O)NC2=NCCS2)ccc1=O	16.5%	4.1%	9.7%	0.0%	-12.3%	0.7%	-0.4%	10.6%	-2.2%
O=C(CN1C(=O)NC2(CCCCC2)C1=O)N(Cc1ccco1)Cc1cccs1	16.1%	-2.0%	5.0%	x	-9.4%	-1.6%	x	x	x
COc1ccc2c(c1)[nH]c1c(=O)n(N)cnc12	-8.8%	5.6%	-6.8%	0.0%	4.5%	4.4%	-0.3%	2.0%	0.6%
COc1ccc(/C=C/C(=O)N2CCN(S(=O)(=O)c3ccccc3)CC2)cc1OC	-0.1%	-1.1%	3.7%	-0.8%	-2.3%	1.3%	-0.2%	-0.4%	3.5%
OCCOCCn1c(CCNc2nc(-c3ccc(Cl)cc3)cs2)nc2cc(Cl)c(Cl)cc21	6.8%	x	13.4%	-0.1%	-8.9%	23.9%	x	x	x
CCC1Sc2ccccc2N(CC(=O)NCCC(C)C)C1=O (centres undefined)	6.2%	3.1%	3.2%	-0.8%	-0.7%	-0.7%	-0.8%	-15.3%	-4.4%
C/C(=N\NC(=O)c1ccoc1C)c1ccccc1	11.5%	-9.5%	x	-0.1%	x	1.0%	x	6.5%	-9.2%
COCCCNC(=O)C1CC(=O)N(CCc2ccc(OC)c(OC)c2)C1 (centres undefined)	-0.7%	8.6%	12.6%	0.2%	6.5%	-0.7%	-2.7%	7.6%	-9.2%
CCCN=C1NC(=O)C(CC(=O)NCCc2ccc(OC)c(OC)c2)S1 (centres undefined)	-1.2%	-9.8%	-14.1%	-0.3%	2.8%	1.1%	0.9%	4.3%	-3.9%

The closing 2 entries of the part before are carried over, then new ones follow:
SMILES	SV40 large T antigen	Salmonella PhoP GFP	Rac1 GTP hydrolysis	West Nile antiviral	Dengue-2 NS5 capping	RSV antiviral HEp-2	ER stress rescue	GPR35 antagonists	LYP phosphatase	others
COCCCNC(=O)C1CC(=O)N(CCc2ccc(OC)c(OC)c2)C1 (centres undefined)	-0.7%	8.6%	12.6%	0.2%	6.5%	-0.7%	-2.7%	7.6%	-9.2%
CCCN=C1NC(=O)C(CC(=O)NCCc2ccc(OC)c(OC)c2)S1 (centres undefined)	-1.2%	-9.8%	-14.1%	-0.3%	2.8%	1.1%	0.9%	4.3%	-3.9%
COc1ccc(NS(=O)(=O)c2ccc(NC(C)=O)cc2)cc1OC	19.9%	0.2%	5.7%	-0.8%	-2.6%	2.1%	x	-0.4%	-2.8%
CCCN(CCC)CCCNc1ccc(C(=O)Nc2cccc(OC)c2)cc1[N+](=O)[O-]	7.4%	2.1%	13.0%	0.9%	-6.1%	-3.6%	0.1%	4.2%	-2.5%
CCc1ccc(NC(=S)N(CCN2CCCCC2)Cc2ccco2)cc1	6.0%	-2.4%	2.4%	-2.0%	-2.6%	6.2%	-2.7%	11.9%	4.6%
COCCCOc1ccnc(CS(=O)c2nc3ccccc3[nH]2)c1C (centres undefined)	57.2%&20.2%	1.0%&-11.3%	9.7%	-0.8%&-1.4%	6.6%	10.2%&10.8%	x	-8.9%	-8.0%
Cc1ccc2c(C(=O)CN3CCC4(CC3)OCCO4)c(C)[nH]c2c1	5.8%	-6.7%	10.0%	-0.1%	-8.1%	-1.2%	0.1%	7.2%	-6.7%
CCN(CC)S(=O)(=O)c1ccc(Cl)c(NC(=O)COC(=O)c2c(C)noc2C)c1	6.4%	8.8%	-4.7%	-0.5%	-2.2%	6.6%	-2.5%	-0.9%	-2.2%
COc1ccccc1NC(=O)C(C)n1cnc2c(oc3nc4c(cc32)CCCC4)c1=O (centres undefined)	25.2%	6.5%	-4.2%	0.1%	-5.3%	2.4%	x	-0.3%	-3.7%
CCn1c(SCC(=O)NCC2CCCO2)nnc1-c1ccccc1 (centres undefined)	14.7%	10.5%	8.4%	0.0%	7.0%	3.6%	-1.1%	6.6%	-13.2%
CCCn1c(SCc2nc3sc(C)c(C)c3c(=O)[nH]2)nc2ccccc2c1=O	9.3%	-17.2%	3.7%	-1.0%	-7.6%	6.5%	0.9%	1.6%	-2.4%
Cc1ccc2[nH]c3c(c2c1)CCC3=O	19.9%	7.0%	5.0%	0.1%	-6.9%	-3.0%	-0.3%	-6.7%	-11.9%
CCCCc1nnc(SCc2ccc(OCC)cc2)n1N	3.6%	10.8%	5.8%	0.7%	-12.0%	2.7%	0.8%	-21.7%	-14.3%
CCCCCCCC(=O)NN=C1CCN(Cc2ccccc2)CC1	3.7%	-0.4%	3.6%	0.2%	-7.8%	2.6%	-2.2%	11.4%	-3.6%
O=C1CCCN2N=C(SCC(=O)Nc3ccc(Br)cc3)SC2=N1	13.5%	-0.8%	8.4%	-1.2%	-8.5%	3.3%	x	1.0%	-8.3%
CC12CCC(C/C1=N/O)C2(C)C (centres undefined)	37.3%	-2.4%	9.1%	-0.3%	4.2%	-0.7%	-1.6%	9.0%	2.4%
CCC(c1nnnn1Cc1ccco1)N(CCc1ccccc1)Cc1cc2ccc(OC)cc2[nH]c1=O (centres undefined)	37.3%	-3.4%	12.4%	u	-18.0%	17.8%	3.6%	18.1%	7.6%
CCOC(=O)c1c(C)nc2c(C)cccn12	u	-6.3%	17.3%	0.2%	0.6%	2.0%	2.2%	-7.1%	-6.4%
CC1(C)CC(NS(=O)(=O)c2ccc3ccccc3c2)CC(C)(C)N1	0.9%	1.1%	-3.1%	0.1%	0.0%	-0.3%	x	-13.1%	-11.6%
COc1ccc([N+](=O)[O-])cc1NC(=O)CCN1CCOCC1	21.7%	11.5%	9.2%	-0.6%	-2.0%	0.4%	x	-9.8%	-11.3%
C=CCn1c(SCC(=O)c2c(N)n(C)c(=O)n(C)c2=O)nc2sc(CC)cc2c1=O	-1.4%	3.9%	11.2%	x	1.1%	1.9%	6.1%	23.3%	-1.3%
COc1ccccc1N1C(=O)CSC1=S	13.9%	2.7%	6.4%	0.3%	-10.2%	0.7%	x	0.2%	-2.7%
N/C(=N\OC(=O)c1ccc(Cl)cc1)c1cccnc1	13.0%	10.1%	-1.7%	x	1.6%	1.3%	-1.8%	2.5%	-13.5%
COc1ccc(-c2cn3cccnc3n2)cc1NC(=O)C(C)Oc1ccccc1 (centres undefined)	15.2%	-12.3%	8.0%	0.8%	-9.8%	6.0%	x	-7.9%	-4.7%
CC(=O)c1ccc(NC(=S)NC2CCCC(C)C2C)cc1 (centres undefined)	5.1%	-1.6%	0.3%	0.0%	-0.7%	3.1%	-2.6%	7.5%	1.6%
CCC(C)[C@H](NC(=O)N1CCCCCC1)C(=O)O (some centres undefined)	-0.4%	-2.2%	3.4%	0.5%	-1.1%	2.5%	x	-14.2%	-8.7%

Among those listed so far, six contain a Cl atom.
SMILES	SV40 large T antigen	Salmonella PhoP GFP	Rac1 GTP hydrolysis	West Nile antiviral	Dengue-2 NS5 capping	RSV antiviral HEp-2	ER stress rescue	GPR35 antagonists	LYP phosphatase	others
CC(=O)c1c(C)[nH]c(C(=O)COC(=O)CN(C)S(=O)(=O)c2ccc(Cl)cc2)c1C	10.8%	-3.5%	16.4%	0.6%	-6.6%	13.5%	-3.7%	-4.7%	2.6%
COC(=O)c1ccccc1NC(=O)CN(Cc1ccc(Cl)cc1)S(C)(=O)=O	9.7%	7.9%	6.4%	-1.0%	-5.6%	0.6%	0.5%	-10.2%	-3.6%
Clc1cccc(NC2=NCCC2)c1	2.8%	13.1%	11.3%	0.1%	0.0%	-0.7%	-1.5%	-9.1%	-6.0%
OCCOCCn1c(CCNc2nc(-c3ccc(Cl)cc3)cs2)nc2cc(Cl)c(Cl)cc21	6.8%	x	13.4%	-0.1%	-8.9%	23.9%	x	x	x
CCN(CC)S(=O)(=O)c1ccc(Cl)c(NC(=O)COC(=O)c2c(C)noc2C)c1	6.4%	8.8%	-4.7%	-0.5%	-2.2%	6.6%	-2.5%	-0.9%	-2.2%
N/C(=N\OC(=O)c1ccc(Cl)cc1)c1cccnc1	13.0%	10.1%	-1.7%	x	1.6%	1.3%	-1.8%	2.5%	-13.5%
